Source: PubChem BioAssay (several laboratories)
T cell HTS = modulates CD8 T cell binding to vesicles; 2C CD8+ T cell-vesicle binding, flow cytometry; active compounds read low; calls only at 7 µM; 330,000 compounds, 0.068% hits; AID 2052;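 active means response, share of CD8 T cells binding vesicles, and their 90th percentile fluorescence all below set limits, cut at about 80% in these data, passing the limit was not always enough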
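Assay system: 2C TCR transgenic mouse naive CD8+ T cells, MACS-purified | Read-out: CD8+ gate FL2 mean fluorescence as % of same-row positive control | Signal: High-throughput flow cytometry with anti-B7-1 and anti-CD8 staining | Timing: Binding step 1.5 h, 37 °C, antibody labelling 20 min, ice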
Lipid droplet = modulators of hepatic lipid droplet formation; inhibition, % at 6.5 µM; AML12 mouse hepatocytes, oleate lipid droplets, BODIPY imaging; 240,000 compounds, 0.4% hits; AID 1656;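 active means lipid droplet intensity inhibited by at least 50%, with more than 500 cells counted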
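Assay system: AML12 hepatocytes (mouse); Probe or stimulus: oleic acid at 100 µM to induce lipid droplet formation; Dosing: compound at 6.5 µM only; Schedule: compound with oleate, overnight; Detection: fluorescence imaging, 20x objective, two fields per well; Measure: % inhibition of lipid droplet signal.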
Lipid droplet cells 6.5 µM = also measured in Lipid droplet; calls as there; cell count; measured here: cell count, cytotoxicity flag;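 cells counted across two imaged fields per well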
T cell HTS vesicle-bound % = further read-out of T cell HTS, marked with its call; double positive events, %; measured here: CD8+ vesicle-bound cell fraction;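 binding gate set so that unloaded-vesicle control wells show 10% double positive cells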
Starred values were filed as active, the others as inactive; i = inactive. These rows are one share of the data (hit frequency here may not be typical).

Order of values: T cell HTS	T cell HTS vesicle-bound %	Lipid droplet	Lipid droplet cells 6.5 µM
COc1ccc(S(=O)(=O)NCC2CCCN(C(=O)CCC(F)(F)F)C2)cc1 (stereo unspecified)
→ i	62	3	801
COc1ccccc1C(=O)COC(=O)COc1cccc2c1OC(C)(C)C2
→ i	56	0	683
CCN(CC)c1ccc(/C=N/NC(=O)c2nnn(-c3nonc3N)c2-c2ccc(C)cc2)cc1
→ i	8	12	692
CCc1ccc(-c2cc(C)no2)cc1S(=O)(=O)NCc1ccco1
→ i	33	-27	698
O=C(CCCN1CCC(C(=O)c2ccc(F)cc2)CC1)c1ccc(F)cc1
→ i	58	0	774
CC(=O)Nc1ccc(NC(=O)c2cc(=O)c3ccccc3o2)cc1
→ i	6	4	795
COc1cccc(CN2CC(C(=O)N(C)C3CCOCC3)CCC2=O)c1 (stereo unspecified)
→ i	42	-1	719
CC(C)Cn1c(=O)c(C(=O)NCc2ccc3c(c2)OCO3)c(O)c2ccccc21
→ i	6	-8	863
CCCCNC(=S)N(CCCN(C)C)Cc1cc2cc3c(cc2[nH]c1=O)OCO3
→ i	61	17	789
CCC1Sc2ccc(S(=O)(=O)Nc3ccc(OC)c(OC)c3)cc2NC1=O (stereo unspecified)
→ i	41	-68	591
CCc1nc(Nc2ccccc2OC)c2oc3ccccc3c2n1
→ i	41	-5	816
O=C(N/N=C/c1cccc2ccccc12)c1cc(C2CC2)[nH]n1
→ i	23	4	777
CCCOc1ccc(-c2c(C(=O)N/N=C/c3ccccc3OCC)nnn2-c2nonc2N)cc1
→ i	24	6	700
CCOC(=O)N1CCN(C(=O)C2CCN(S(=O)(=O)N3CCC4(CC3)OCCO4)CC2)CC1
→ i	30	7	702
COc1cc2c(cc1OC)C(c1ccc(Br)cc1)CC(=O)N2 (stereo unspecified)
→ i	54	-1	808
O=C(CN1C(=O)CCS(=O)(=O)c2ccccc21)Nc1ccccc1F
→ i	13	-3	737
COc1ccc(N(CC(=O)Nc2ccccc2Cl)S(=O)(=O)c2ccc(C)cc2)cc1OC
→ i	43	1	773
CCC(=O)Oc1cccc(C(=O)Nc2cccc(NC(=O)c3ccco3)c2)c1
→ i	20	-2	842
CC1CN(C(=O)C2CC(=O)N(c3ccc(Cl)cc3)C2)CC(C)O1 (stereo unspecified)
→ i	26	-3	769
CC(C)c1ccc(C(=O)NCCCNC(=O)c2cnccn2)cc1
→ i	37	-4	757
COc1ccc2c([N+](=O)[O-])c(N3CCCC3)[nH]c2c1
→ i	69	0	805
CCN1CCN(CCCNC(=O)c2ccc(NC(=O)C3=CSCCO3)cc2)CC1
→ i	33	0	722
O=C(CSc1nnc(-c2ccccc2O)o1)NC1CCCCC1
→ i	28	-20	791
COc1ccc(NC2CCCN(C(=O)Cn3ccc(C)n3)C2)cc1OC (stereo unspecified)
→ i	63	-2	803
CCc1ccc2nc(N3CCN(C(=O)C(C)(C)C)CC3)sc2c1
→ i	29	11	706
COc1ccc(NC(=O)c2ccc(S(=O)(=O)NCc3cccnc3)cc2)cc1
→ i	36	0	841
COc1ccc(C(=O)Nc2cnccn2)cc1[N+](=O)[O-]
→ i	9	-4	811
Cc1c(Cl)cccc1NC(=O)Cn1nc(C)n2cccc2c1=O
→ i	13	-2	729
Cc1cc[n+](-c2[nH]c(=O)sc2/C=N/N=C(\[O-])c2ccncc2)cc1C
→ i	10	-15	776
CN(Cc1cnccn1)C(=O)CC1C(=O)NCCN1Cc1ccc(F)cc1Cl (stereo unspecified)
→ i	65	7	666
CCC(=O)Nc1nnc(S(=O)(=O)N2CCc3ccccc32)s1
→ i	44	0	722
C#Cc1ccc(CN2CCCC(C(=O)Nc3ccccc3Oc3cccnc3)C2)cc1 (stereo unspecified)
→ i	19	2	751
Cc1ccc2c(c1)N(S(=O)(=O)c1ccc3c(c1)NC(=O)CC(=O)N3)CCO2
→ i	47	0	786
CC(NC(=O)C12CC3CC(CC(O)(C3)C1)C2)c1ccccc1 (stereo unspecified)
→ i	20	-6	792
COc1ccc(-c2nnc(SCC(=O)NC3CCCCC3)o2)cc1
→ i	35	3	866
O=C(NCCOc1ccc(F)cc1)C1CCC(=O)N(CCc2ccccn2)C1 (stereo unspecified)
→ i	14	-2	809
O=C(CSc1ncn[nH]1)N/N=C/c1ccc(Br)cc1
→ i	11	-6	698
Cc1c(C(=O)N2CCN(c3ccccn3)CC2)oc2c(F)cccc12
→ i	54	-2	852
COc1ccccc1/C=C/CN1CCC(Oc2cc(C(=O)NC3CC3)ccc2OC)CC1
→ i	37	1	699
Cc1ccc(C(=O)O)cc1NCc1ccncc1
→ i	60	0	829
CCc1cccc(NC(=O)c2sc3nc4n(c(=O)c3c2C)CCC4)c1
→ i	31	14	763
O=C(O)C(c1ccccc1)N1C(=O)/C(=C\c2ccc(O)c(O)c2)SC1=S (stereo unspecified)
→ i	48	3	815
Cc1ccccc1N=Nc1c(O)n(C)c2ccccc12
→ i	57	-17	772
COCCOCC(=O)Nc1ccc(S(=O)(=O)Nc2cc(C)nc(C)n2)cc1
→ i	62	6	836
O=C(Nc1c(C(=O)N2CCOCC2)oc2ccccc12)c1ccccc1Cl
→ i	13	14	699
Cc1ccc(-c2n[nH]c(=S)c3ccccc23)cc1S(=O)(=O)NCC1CCCO1 (stereo unspecified)
→ i	48	-9	825
CCc1cc2c(=O)c(-c3ccc4c(c3)OCO4)coc2c(CN(C)C)c1O
→ i	54	-3	820
Cc1cc(NC(=O)CSc2nnc(CNC(=O)c3ccc(F)cc3)o2)no1
→ i	14	-19	810
CCC(=O)NC(c1ccc(Cl)cc1Cl)c1ccc2cccnc2c1O (stereo unspecified)
→ i	67	-42	613
COc1ccc(NC(=O)CSc2nc(C3CC3)nc3ccccc23)c(OC)c1
→ i	48	-6	800
C=CC[n+]1cccc(-c2cc3ccc(C)cc3[nH]2)c1
→ i	20	-20	798
Cc1c(CCC(=O)N2CCC(C(=O)NCCCCCC(=O)O)CC2)c(=O)oc2cc3oc4c(c3cc12)CCCC4
→ i	17	-6	528
Cc1ccc(S(=O)(=O)NNC(=O)c2ccc3ccccc3n2)cc1
→ i	42	0	876
CC(C)(C)c1csc(NC(=O)CCc2ccccc2)n1
→ i	40	4	811
C=CCn1ccc(O)c(Cc2ccc(Cl)cc2)c1=O
→ i	55	8	788
Cc1ccc2c(c1)=C(c1sc(N(C)c3ccc(O)cc3)nc1O)C(=O)N=2
→ i	42	22	744
COC(=O)c1cc(OC)c(OC)cc1N1C(=O)CCCC1=O
→ i	18	-7	565
CC(C)c1nnc(NC(=O)COC(=O)/C=C/c2ccc([N+](=O)[O-])cc2)s1
→ i	30	1	875
Cc1ccc(N(CC(=O)NCC2CCCO2)C(=O)CCC(=O)Nc2nccs2)cc1 (stereo unspecified)
→ i	33	18	832
Cc1ccc(C(=O)Nc2ccc3c(c2)OCCO3)cc1
→ i	58	10	822

Ordered by heavy-atom count (high to low): some entries from above.
Order of values: T cell HTS	T cell HTS vesicle-bound %	Lipid droplet	Lipid droplet cells 6.5 µM
C#Cc1ccc(CN2CCCC(C(=O)Nc3ccccc3Oc3cccnc3)C2)cc1 (stereo unspecified)
→ i	19	2	751
O=C(NCCOc1ccc(F)cc1)C1CCC(=O)N(CCc2ccccn2)C1 (stereo unspecified)
→ i	14	-2	809
Cc1ccccc1N=Nc1c(O)n(C)c2ccccc12
→ i	57	-17	772
C=CC[n+]1cccc(-c2cc3ccc(C)cc3[nH]2)c1
→ i	20	-20	798

3 compounds from above, reduced to Lipid droplet cells 6.5 µM.
mol | Lipid droplet cells 6.5 µM
CC(NC(=O)C12CC3CC(CC(O)(C3)C1)C2)c1ccccc1 (stereo unspecified) | 792
COc1ccc(-c2nnc(SCC(=O)NC3CCCCC3)o2)cc1 | 866
O=C(NCCOc1ccc(F)cc1)C1CCC(=O)N(CCc2ccccn2)C1 (stereo unspecified) | 809

(further entries)
Order of values: T cell HTS	T cell HTS vesicle-bound %	Lipid droplet	Lipid droplet cells 6.5 µM
Cc1ccc(CN(C)C(=O)C2CCC(=O)N(CC3CCCCC3)C2)o1 (stereo unspecified)
→ i	56	-1	712
CC(=O)Oc1ccc(C(=O)Nc2ccccc2C(=O)Nc2cccc(C(=O)O)c2)cc1
→ i	56	6	834
Cc1ccc(S(=O)(=O)Nc2cc(C(=O)NCCN(C)C)ccc2N2CCCC2)cc1
→ i	27	-24	751
Cc1ccc(C2=NS(=O)(=O)N(C)C(C(=O)Nc3cc(C)n(CC(=O)N4CCC(C)CC4)n3)=C2)cc1
→ i	34	-3	725
O=C(CSc1nc(N2CCOCC2)nc(N2CCOCC2)n1)Nc1ccccc1F
→ i	8	17	885
Nn1c(SCC(=O)Nc2nccs2)nnc1C1CC1
→ i	40	0	884
O=C(c1ccco1)N1CCCC(Nc2ccc3c(c2)OCCO3)C1 (stereo unspecified)
→ i	7	-2	611
COc1ccccc1NS(=O)(=O)c1ccc(NC(=O)N2CCCCC2)cc1
→ i	65	-2	799
Cc1cc(C)nc(NC(=O)c2ccccc2O)n1
→ i	32	-4	826
Cc1cccc(C)c1NC(=O)C1CCCN1S(=O)(=O)c1ccc2c(c1)n(C)c(=O)c(=O)n2C (stereo unspecified)
→ i	44	-12	754
Cc1cccc(N2CCN(S(=O)(=O)c3ccc4c(c3)C(C)(C)C(=O)N4C)CC2)c1C
→ i	17	-9	733
Cc1cc(C)n(C(C)CNC(=O)c2ccc3c(c2)OCO3)n1 (stereo unspecified)
→ i	18	-1	724
Cc1ccccc1S(=O)(=O)Cc1ccc(C(=O)NCCN(Cc2ccccc2)C(C)C)o1
→ i	7	-21	717
COc1ccc(S(=O)(=O)N2CCOC2CNC(=O)C(=O)NCCN2CCOCC2)cc1C (stereo unspecified)
→ i	11	-14	682
Cc1ccc(S(=O)(=O)NC(C)c2ccccc2)cc1[N+](=O)[O-] (stereo unspecified)
→ i	37	-4	816
CCCc1cc(=O)oc2cc(OCC(=O)NCCCN3CCOCC3)ccc12
→ i	33	-1	749
CC1Sc2ccc(S(=O)(=O)CCC(=O)NCc3ccccc3)cc2NC1=O (stereo unspecified)
→ i	15	0	758
COc1cc(/C=C/c2cccc[n+]2C)ccc1OCC(=O)Nc1ccccc1
→ i	19	0	828
Nn1c(SCc2ccccc2)nc2ccccc21
→ i	37	0	819
Cc1cc([N+](=O)[O-])ccc1NC(=O)CSc1nncn1-c1cccnc1
→ i	6	-8	760
Cc1ccc(C(=O)NCCCc2ccccc2)c(Cl)c1
→ i	58	4	804
O=C(CCC(=O)N1CCOc2ccccc21)Nc1ccc(F)cc1F
→ i	45	-12	731
CCCc1ccc(OCc2ccc(C(=O)NN)o2)c(OC)c1
→ i	26	0	428
COc1ccc(CCNC(=O)CCN2C(=O)[C@@H]3Cc4ccccc4CN3C2=O)cc1
→ i	15	-1	749
COc1ccc(NC(=O)/C(=C\c2ccc(F)cc2)NC(=O)c2ccco2)cc1
→ i	35	9	793
Cc1cccc(OCC(=O)Nc2ccc(C(=O)O)cc2NC(=O)COc2cccc(C)c2)c1
→ i	66	3	834
COC(=O)c1cc(-c2cccc([N+](=O)[O-])c2)c2c(=O)n(C)c(=O)n(C)c2n1
→ i	56	0	853
O=C(O)/C(=C\c1ccc(F)cc1)c1ccc(-c2ccccc2)cc1
→ i	23	-2	843
O=C(c1cc(-c2cccc(Br)c2)nc2ccccc12)N1CCCC1
→ i	70	-22	693
CCCS(=O)(=O)c1nc(S(=O)(=O)c2ccc(C)cc2)c(N2CCCC(C)C2)s1 (stereo unspecified)
→ i	31	-37	706
CCn1cc(/C=C(\NC(=O)c2cc(OC)c(OC)c(OC)c2)C(=O)NCCCN2CCOCC2)c2ccccc21
→ i	7	3	723
CC1=C(C(=O)Nc2ccc(C(=O)N3CCN(c4ccccc4F)CC3)cc2)SCCO1
→ i	7	-5	666
Cc1c(CC(=O)O)c(=O)oc2c(C)c3occ(-c4ccc(F)cc4)c3cc12
→ i	26	-1	827
Cc1noc(C(=O)Nc2cc(Cl)ccc2O)c1Cl
→ i	31	-3	843
Cc1cc2[nH]c(=O)c(=O)[nH]c2cc1S(=O)(=O)N1CCN(c2cccc(C(F)(F)F)c2)CC1
→ i	19	-2	733
COc1ccc(S(=O)(=O)N2CCN(CC(=O)Nc3cccc(OC)c3)CC2)cc1
→ i	52	-1	713
O=C(NCCN1CCOCC1)c1ccc(NS(=O)(=O)c2ccccc2)cc1
→ i	13	4	680
N#Cc1c(NC(=O)c2ccco2)sc2c1CCC2
→ i	60	-22	598
Cc1cc(C)c(S(=O)(=O)N2CCOC2CNC(=O)C(=O)NCc2ccccn2)c(C)c1 (stereo unspecified)
→ i	5	-2	821
COc1cc2ncnc(NCc3ccc4c(c3)OCO4)c2cc1OC
→ i	47	-23	649
CCOc1ccc(CN2CCC(n3nccc3NC(=O)C3CC3)CC2)cc1CO
→ i	22	-10	663
CCN(Cc1nc(-c2ccccc2)no1)C(=O)c1ccc2c(c1)OCO2
→ i	48	-35	677
O=C(NCc1ccc(F)cc1)c1cc2ccccc2o1
→ i	28	-8	840
Nc1nc(-c2cc(-c3ccccc3)no2)cs1
→ i	61	23	749
